K1F lysis inhibition: inhibition of K1F phage lysis, E. coli UTI89, bacterial capsule biogenesis inhibitors, alamar blue (AID 488966) | E. coli UTI89 K1F phage lysis, alamar blue, 2 h; higher % means a stronger effect | one-dose inhibition, % at 100 µM; IC50 in µM for titrated hits | 0.02% of 340,000 active;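 active = phage lysis inhibition, versus mean bacterial control, above a set limit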;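 also: capsule biogenesis inhibitors block K1F phage lysis so surviving cells raise fluorescence; higher fluorescence means more inhibition of phage lysis; actives were called in the ten point dose series up to 300 µM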
The depositor's hits bear a star; [ ] = remark or other dose. This is a subset; count on the stated rates, not on these rows.

For O=C(NCCCN1CCCC1=O)c1cccc(S(=O)(=O)Nc2ccc(Br)cc2)c1 the results were K1F lysis inhibition 1.0%[50 µM].
`CN(CC(=O)NNC(=O)CNC(=O)c1ccccc1Cl)S(=O)(=O)c1ccc(Cl)cc1` gave K1F lysis inhibition 0.2%[50 µM].
`Cc1ccc(NC(=O)CCN2C(=O)NC3(CCCC3)C2=O)cc1` gave K1F lysis inhibition 1.5%[50 µM].
Cc1ccc(C)c(S(=O)(=O)N2CCN(C(=O)CSC(=S)N3CCCC3)CC2)c1 was read as K1F lysis inhibition 0.7%[50 µM].
`O=C(Nc1cc([N+](=O)[O-])ccc1C(=O)NCCN1CCOCC1)c1ccccc1` gave K1F lysis inhibition -0.4%.
Screening Nc1ccc(-c2nc3c(ccc4ccccc43)[nH]2)cc1 returned K1F lysis inhibition 1.7%.
Screening Cc1ccc(NC(=O)CSc2nc(=O)n(CCN3CCOCC3)c3c2CCCC3)cc1 returned K1F lysis inhibition 1.2%[50 µM].
COCCNC(=O)Cn1cnc2c(cnn2-c2ccc(OC)cc2)c1=O was read as K1F lysis inhibition 0.1%.
For Cc1ccc(S(=O)(=O)Nc2cccnc2)c(C)c1C the results were K1F lysis inhibition -0.2%.
COCCN=C(NS(=O)(=O)c1cccs1)c1ccccc1Cl was read as K1F lysis inhibition 1.0%[50 µM].
For COc1cc2[nH]c(C(=O)NCc3ccccc3)cc2c(OC)c1OC the results were K1F lysis inhibition 0.9%.
COc1ccc(N(CC(=O)Nc2cc(C)ccc2C)S(=O)(=O)c2c(C)[nH]c(=O)[nH]c2=O)cc1 was read as K1F lysis inhibition 0.2%.
`Cc1ccc(CN2CC(C(=O)N(CC(C)C)c3c(N)n(Cc4ccccc4)c(=O)[nH]c3=O)CC2=O)cc1` (stereo not given) gave K1F lysis inhibition 0.6%[50 µM].
CCOC(=O)c1sc(NC(=O)COc2ccc3c(c2)OCO3)nc1C was read as K1F lysis inhibition 0.2%.
Screening COc1ccc(N(CC(=O)N/N=C/c2cccnc2)S(=O)(=O)c2ccccc2)c(OC)c1 returned K1F lysis inhibition 0.6%[50 µM].
Screening Cc1cccc(NC(=O)COc2coc(CN3CCc4ccccc4C3)cc2=O)c1 returned K1F lysis inhibition -0.6%[50 µM].
Cc1coc2c1c(C)cc1oc(=O)c(CC(=O)N[C@@H](C)C(=O)O)c(C)c12 was read as K1F lysis inhibition 0.8%[50 µM].
`Cc1ccc(N2CCN(S(=O)(=O)c3nnc(NC(=O)c4ccccc4)s3)CC2)cc1` gave K1F lysis inhibition 5.3%.
Screening CC(C)CCNC(=O)C1CCC(CNS(=O)(=O)c2ccc(Cl)cc2)CC1 (stereo not given) returned K1F lysis inhibition 1.0%[50 µM].
For CC(C)(C)c1ccc(C(=O)NCC(=O)N2CCCC2)cc1 the results were K1F lysis inhibition 0.2%.
`O=S(=O)(NCC(c1ccco1)N1CCCCC1)c1cccc(C(F)(F)F)c1` (stereo not given) gave K1F lysis inhibition 0.5%[50 µM].
For O=C(NCc1nnc(SCC(=O)N2CCCCCC2)o1)c1ccc(F)cc1 the results were K1F lysis inhibition 1.7%.
For Nc1nonc1-n1nnc(C(=O)N/N=C/c2cccc(F)c2)c1-c1ccccc1 the results were K1F lysis inhibition -0.2%.
For CCCn1cnc2scc(-c3ccc(OC)cc3)c2c1=O the results were K1F lysis inhibition -0.1%.
Screening COc1ccc(N2N=NN(C(C)C)C2=C(Cl)c2nnnn2-c2ccc(OC)cc2)cc1 returned K1F lysis inhibition 0.0%.
For CC(C)(C)C1CCc2onc(C(=O)Nc3ccc4c(c3)OCO4)c2C1 (stereo not given) the results were K1F lysis inhibition 0.0%.
`O=C(Cc1ccc([N+](=O)[O-])cc1)Nc1cccc(C(=O)N2CCCC2)c1` gave K1F lysis inhibition 2.2%.
`CN(CC(=O)Nc1ccc(Cl)cc1)CC(=O)Nc1cccc(Br)c1` gave K1F lysis inhibition -0.4%.
O=C1Nc2ccccc2C1=O was read as K1F lysis inhibition -0.6%.
For COc1ccc(CN2C(=O)COc3ccccc32)cc1 the results were K1F lysis inhibition 1.8%.

Next section, overlapping the part above by 5 compounds.
For CC(C)(C)C1CCc2onc(C(=O)Nc3ccc4c(c3)OCO4)c2C1 (stereo not given) the results were K1F lysis inhibition 0.0%.
`O=C(Cc1ccc([N+](=O)[O-])cc1)Nc1cccc(C(=O)N2CCCC2)c1` gave K1F lysis inhibition 2.2%.
`CN(CC(=O)Nc1ccc(Cl)cc1)CC(=O)Nc1cccc(Br)c1` gave K1F lysis inhibition -0.4%.
O=C1Nc2ccccc2C1=O was read as K1F lysis inhibition -0.6%.
For COc1ccc(CN2C(=O)COc3ccccc32)cc1 the results were K1F lysis inhibition 1.8%.
Screening O=C(N/N=C/c1cc2c(cc1Cl)OCO2)c1cccc(Br)c1 returned K1F lysis inhibition 0.9%[50 µM].
For CN(CC(=O)O)C(=O)c1ccccc1 the results were K1F lysis inhibition 6.4%.
Screening O=C(C(=O)N1CCN(Cc2ccc3c(c2)OCO3)CC1)c1c[nH]c2ccccc12 returned K1F lysis inhibition -1.3%.
For O=C(c1cc2cc(Cl)ccc2[nH]1)N1CCN(C(=O)c2ccco2)CC1 the results were K1F lysis inhibition -0.1%.
Screening Cc1ccc(OCC(=O)N[C@@H](C)c2nnc3ccccn23)cc1C returned K1F lysis inhibition 0.1%.
`COc1ccc(N(CC(=O)NC(C)(C)C)C(=O)CCC(=O)Nc2nccs2)cc1` gave K1F lysis inhibition 0.1%.
Screening Nc1cc(OC(=O)c2ccc(F)cc2)nn1S(=O)(=O)c1ccccc1 returned K1F lysis inhibition -0.8%.
Screening CCN1CCN(c2cc(N3CCN(C(=O)c4ccco4)CC3)c3c4c(onc24)-c2ccccc2C3=O)CC1 returned K1F lysis inhibition -0.3%.
For COc1cccc(NC(=O)CSC2=NN3CCCC(=O)N=C3S2)c1 the results were K1F lysis inhibition -0.2%.
Screening COc1ccc(-n2nc(C(=O)NCC(=O)NCCCN3CCN(C)CC3)c3ccccc3c2=O)cc1 returned K1F lysis inhibition 0.2%.
`Cc1ccn(S(=O)(=O)c2ccc(N3CCCC3=O)cc2)n1` gave K1F lysis inhibition -0.4%.
`Cc1ccc(NC(=O)C2CCN(S(=O)(=O)c3c(C)n[nH]c3C)CC2)c(C)c1` gave K1F lysis inhibition -0.2%.
Screening O=C(Cc1ccc(-c2ccccc2)cc1)Nc1ccccn1 returned K1F lysis inhibition 0.0%.
For CCc1ccccc1NC(=O)c1ccc(OCc2c(C)noc2C)cc1 the results were K1F lysis inhibition 4.0%.
Screening COc1cccc(N2CCN(C(=O)CN3C(=O)NC4(CCCC4)C3=O)CC2)c1 returned K1F lysis inhibition -0.1%.

6 successive entries out of the list so far, quoted:
For CN(CC(=O)O)C(=O)c1ccccc1 the results were K1F lysis inhibition 6.4%.
Screening O=C(C(=O)N1CCN(Cc2ccc3c(c2)OCO3)CC1)c1c[nH]c2ccccc12 returned K1F lysis inhibition -1.3%.
For O=C(c1cc2cc(Cl)ccc2[nH]1)N1CCN(C(=O)c2ccco2)CC1 the results were K1F lysis inhibition -0.1%.
Screening Cc1ccc(OCC(=O)N[C@@H](C)c2nnc3ccccn23)cc1C returned K1F lysis inhibition 0.1%.
`COc1ccc(N(CC(=O)NC(C)(C)C)C(=O)CCC(=O)Nc2nccs2)cc1` gave K1F lysis inhibition 0.1%.
Screening Nc1cc(OC(=O)c2ccc(F)cc2)nn1S(=O)(=O)c1ccccc1 returned K1F lysis inhibition -0.8%.

The results go on:
For Cc1ccc(Oc2ccc(S(=O)(=O)NCC(C)(C)N3CCOCC3)cc2)cc1 the results were K1F lysis inhibition -0.1%.
`CCCCCCCCCCCCCCCC[N+](C)(C)CCN(Cc1ccc(OC)cc1)c1ncccn1` gave K1F lysis inhibition -0.5%.
Screening Cc1c(Cc2ccccc2)c(=O)oc2c(C)c(OC(C)C(=O)N[C@@H](Cc3ccccc3)C(=O)O)ccc12 (stereo not given in full) returned K1F lysis inhibition -0.5%.
For CC(Oc1ccccc1)C(=O)Nc1c2c(nn1-c1ccccc1)CS(=O)(=O)C2 (stereo not given) the results were K1F lysis inhibition 1.7%[50 µM].
For Cc1cccc(NC(=O)CSc2nc(N)c(NC(=O)c3ccccc3F)c(=O)[nH]2)c1 the results were K1F lysis inhibition 0.0%.
`CCOC(=O)N1CCN(C(=O)c2nn(C)c3c2CSc2ccccc2-3)CC1` gave K1F lysis inhibition 1.6%.
For CCOc1ccc(CNC(=O)C(C)n2ccc3cc(S(=O)(=O)N4CCCC4)ccc32)cc1 (stereo not given) the results were K1F lysis inhibition 0.5%.
CCN(Cc1nc2cc(Cl)ccc2c(=O)[nH]1)C(=O)C1CC(=O)N(c2cccc3ccccc23)C1 (stereo not given) was read as K1F lysis inhibition 0.5%[50 µM].
COc1cc(/C=C2/SC(=S)N(Cc3ccccc3)C2=O)ccc1O was read as K1F lysis inhibition 0.2%.
Screening COc1cc(Cl)ccc1OCc1cc(C(=O)N(C)Cc2cn(C)nc2C)no1 returned K1F lysis inhibition -0.1%.
Cc1c(C(=O)NC2CCCc3ccccc32)cccc1[N+](=O)[O-] (stereo not given) was read as K1F lysis inhibition -0.1%.
`COc1ccc(C)cc1-n1nnnc1SC(C)C(=O)NC1CCCC1` (stereo not given) gave K1F lysis inhibition 0.2%[50 µM].
`COc1ccccc1CNC(=O)C1Cc2cc(S(=O)(=O)N3CCCCC3)ccc2N1C(C)=O` (stereo not given) gave K1F lysis inhibition 0.0%.
Screening COc1ccc(C(=O)NCc2ccc(C(=O)O)o2)cc1 returned K1F lysis inhibition -0.1%.
COc1ccc(C)cc1NC(=O)CN(C)S(=O)(=O)c1ccc2c(c1)c(=O)n(C)c(=O)n2C was read as K1F lysis inhibition 4.1%.
CN(C)c1nc(N(C)C)c2cnn(C)c2n1 was read as K1F lysis inhibition 1.9%.
O=C(c1cc(-c2ccco2)nc2ccccc12)N(Cc1nnc(-c2ccc(Cl)cc2)o1)C1CC1 was read as K1F lysis inhibition -1.3%[50 µM].
For COc1ccccc1C(=O)NC(=O)COC(=O)CNC(=O)c1ccccc1F the results were K1F lysis inhibition 0.6%[50 µM].
`CN(CC(=O)Nc1ccccc1Cl)C(=O)COC(=O)c1nc(Cl)ccc1Cl` gave K1F lysis inhibition 1.9%[50 µM].
Screening C=CCOc1ccccc1/C=N/NC(=O)Cc1ccccc1 returned K1F lysis inhibition 1.2%.
Cc1cc(Cl)c2oc(C(=O)N(C)CCc3cnn(C)c3)c(C)c2c1 was read as K1F lysis inhibition -0.3%.
`CCOc1ccc(N(CC(=O)NCc2ccc(OC)cc2)S(=O)(=O)c2c(C)[nH]c(=O)[nH]c2=O)cc1` gave K1F lysis inhibition -0.2%.
O=C(/C=C/c1ccccc1Cl)OCC(=O)c1ccc[nH]1 was read as K1F lysis inhibition -0.4%[50 µM].
Screening COc1cc(C(=O)O[C@H]2CC(C)=CC[C@@]3(C)CC[C@@](O)(C(C)C)[C@H]23)ccc1O returned K1F lysis inhibition 0.1%.
For CCOC(=O)C1(CCOC)CCN(Cc2cc3ccccc3s2)CC1 the results were K1F lysis inhibition -0.2%.
`CCOC(=O)CNC(=O)OC1CCN2Cc3ccccc3N=C12` (stereo not given) gave K1F lysis inhibition 0.3%.
For CS(=O)(=O)c1ccc(Cl)c(C(=O)Nc2ccc3nc(N4CCOCC4)sc3c2)c1 the results were K1F lysis inhibition 0.5%[50 µM].
COc1ccc(C(=O)NCCS(=O)(=O)N2CCN(Cc3ccccc3)CC2)cc1 was read as K1F lysis inhibition 0.4%[50 µM].
For Cc1ccc(NC(=O)CCCC(=O)O)c(-c2nc3ccccc3[nH]c2=O)c1 the results were K1F lysis inhibition 0.1%.
Brc1ccc(-c2nnc(-c3cccnc3)o2)cc1 was read as K1F lysis inhibition 3.5%.
`COc1ccccc1-c1cn[nH]c1-c1ccc(O)cc1O` gave K1F lysis inhibition -0.1%.
For CC(=O)Oc1ccc(C(=O)Nc2ccc(C3(C#N)CCCC3)cc2)cc1 the results were K1F lysis inhibition 1.1%.
For CN(C)S(=O)(=O)N1CCC(Oc2cccc(C(=O)N3CCSCC3)c2)CC1 the results were K1F lysis inhibition 0.2%.
O=C(NCC(=O)N(c1ccc(F)cc1)C(C(=O)NC1CCCCC1)c1cccnc1)c1ccco1 (stereo not given) was read as K1F lysis inhibition 0.1%.
`O=C1[C@H](Cc2ccccc2)NCCCC[C@@H](c2ccco2)N1Cc1ccccc1` gave K1F lysis inhibition 3.8%.
Screening C[C@H](NC(=O)c1nc[nH]c1C(=O)N1CCc2ccccc2C1)c1ccccc1 returned K1F lysis inhibition 0.7%.
Screening CC(=O)c1c(C)[nH]c(C(=O)N2CCN(S(=O)(=O)c3ccc(C)cc3C)CC2)c1C returned K1F lysis inhibition 0.6%[50 µM].
Screening C=CCC1[C@H](C)[C@H]2[C@@H]3CC[C@@H](C3)[C@H]2CN1S(=O)(=O)c1ccc(C)cc1 (stereo not given in full) returned K1F lysis inhibition 0.0%.
For COc1ccc(O)c(/C=N/NC(=O)CCC(=O)Nc2ccc(C)cc2)c1 the results were K1F lysis inhibition 0.3%.
Screening CC(=O)N1CCOc2ccc(S(=O)(=O)N3CCN(c4cccc(C(F)(F)F)c4)CC3)cc21 returned K1F lysis inhibition 0.5%.
O=C(CCN1C(=O)/C(=C/c2ccccc2F)SC1=S)N[C@@H](CO)Cc1ccccc1 was read as K1F lysis inhibition -0.1%.
`COCCC1CCCCN1C(=O)c1ccc(OC)c(OC2CCN(C(C)=O)CC2)c1` (stereo not given) gave K1F lysis inhibition 1.1%[50 µM].
`CCOc1ccccc1CN1CCNC(=O)C1CC(=O)NCCN1CCOC1=O` (stereo not given) gave K1F lysis inhibition -0.1%.
COc1ccc(-c2nn(-c3ccccc3)cc2C(=O)NC(=S)N2CCOCC2)cc1OC was read as K1F lysis inhibition 0.2%[50 µM].
CCCCn1c(N)c(N(CCC(C)C)C(=O)c2ccc(C)o2)c(=O)[nH]c1=O was read as K1F lysis inhibition 1.3%[50 µM].
For COc1ccc(-c2nc(CS(=O)CC(=O)NC3CCCCC3)c(C)o2)cc1OC (stereo not given) the results were K1F lysis inhibition -0.2%.
